# RPL19A-GFP yeast: alters RPL19A-GFP fluorescence in TOR pathway yeast screen | AID 2025 | S. cerevisiae RPL19A-GFP strain, flow cytometry, 3 h; stronger effect = lower value | actives 0.3% (n = 330,000) | percent response vs DMSO, % at 10 µM;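 active means percent response vs DMSO below 50%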;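 further: median channel GFP fluorescence of the barcoded RPL19A-GFP strain; ratio of sample median GFP to plate DMSO average so 100% = DMSO; lower means less RPL19A-GFP as with rapamycin TOR inhibition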
# AHR act: human AHR activation; P35869; AHR-responsive luciferase reporter cells, luminescence; activation, % at 5 µM; actives 2.5% (n = 320,000); in the data active means activation above about 47%;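 further: 0% = vehicle wells and 100% = reference agonist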
# GASC-1 inh: inhibitors of human GASC-1 (JMJD2C) demethylase. Q9H3R0. GST-JMJD2C(1-420) H3K9me3 demethylation, DELFIA europium. inhibition, % at 2.35 µM. actives 0.069% (n = 330,000). AID 2099;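 active means more than half of a compound's replicate wells show inhibition beyond 50%, single wells judged on their own value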;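 further: signal counts dimethyl H3K9 product captured on neutravidin plate; 0% = median of DMSO wells and 100% = 0.3 times that DMSO median; strong numbers were not always called active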
# Target sequence (Q9H3R0 1-420 limits assumed): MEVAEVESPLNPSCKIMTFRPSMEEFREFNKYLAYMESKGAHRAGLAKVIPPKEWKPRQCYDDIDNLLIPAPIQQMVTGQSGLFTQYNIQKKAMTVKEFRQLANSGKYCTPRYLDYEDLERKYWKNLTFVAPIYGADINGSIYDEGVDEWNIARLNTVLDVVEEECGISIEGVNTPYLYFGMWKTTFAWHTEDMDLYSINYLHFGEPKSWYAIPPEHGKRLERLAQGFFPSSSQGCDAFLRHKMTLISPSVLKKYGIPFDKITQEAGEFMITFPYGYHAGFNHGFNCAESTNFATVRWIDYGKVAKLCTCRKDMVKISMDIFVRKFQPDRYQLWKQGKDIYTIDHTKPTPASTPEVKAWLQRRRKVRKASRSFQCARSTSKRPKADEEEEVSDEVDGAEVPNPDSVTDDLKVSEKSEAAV
# proCasp7 act: activates human procaspase-7, counter-screen for procaspase-3 activators. recombinant procaspase-7, Ac-DEVD-pNA absorbance 405 nm; D23A/D198A/D206A triple mutant, cannot self-cleave; scale: DMSO 0, 5 µM enzyme 100. AID 463210. P55210. actives 0.093% (n = 330,000). activation, % at 8.5 µM;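 active means percent activation above the screen-wide mean plus 3 SD, cut at about 25% in these data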
# Target sequence (P55210 whole entry D23A/D198A/D206A): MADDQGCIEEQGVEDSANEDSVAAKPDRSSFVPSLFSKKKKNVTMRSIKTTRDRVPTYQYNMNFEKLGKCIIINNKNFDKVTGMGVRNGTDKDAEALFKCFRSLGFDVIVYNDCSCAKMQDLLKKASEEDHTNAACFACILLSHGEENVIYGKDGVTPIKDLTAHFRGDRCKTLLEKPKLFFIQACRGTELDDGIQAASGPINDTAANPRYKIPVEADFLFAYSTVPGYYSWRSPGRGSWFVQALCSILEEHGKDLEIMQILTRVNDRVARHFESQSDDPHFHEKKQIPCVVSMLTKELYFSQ
#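 Detection: p-Nitroaniline absorbance at 405 nm, read at 0 and 120 min; system: Uncleavable procaspase-7 mutant enzyme; evaluation: % activation from two-timepoint absorbance difference, scaled to controls; times: 1 h enzyme–compound preincubation and 2 h substrate reaction, both 25 °C; buffer or medium: Zinc-free HEPES pH 7.4 with 300 mM NaCl, 0.01% Triton X-100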
# LAP4 TOR yeast: modulators of TOR pathway LAP4-GFP in S. cerevisiae | S. cerevisiae LAP4-GFP multiplex, flow cytometry GFP, 3 h; median GFP as percent of DMSO wells | GFP response vs DMSO, % at 10 µM | AID 2023 | actives 0.34% (n = 320,000);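 active means GFP response vs DMSO above a set limit, about the screen mean plus 3 SD, cut at about 150% in these data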
# MEP2 TOR yeast: yeast TOR pathway MEP2-GFP modulation; S. cerevisiae MEP2-GFP strain, flow cytometry GFP, 3 h; 100% = DMSO control level; GFP response vs DMSO, % at 10 µM; actives 0.51% (n = 330,000);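 active means GFP response versus DMSO above a set limit, roughly screen mean plus 3 SD, cut at about 180% in these data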;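 further: median GFP fluorescence of the barcode-gated MEP2-GFP cells per well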
# proCasp3 act: activators of human procaspase-3; recombinant procaspase-3 D3A, Ac-DEVD-pNA absorbance 405 nm; activation, % at 8.5 µM; actives 0.11% (n = 330,000);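 active means activation above the mean of all tested compounds plus 3 SD, cut at about 21% in these data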;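 further: 0% = DMSO alone and 100% = DMSO wells spiked with extra 5 µM PC-3 D3A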
#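 Assay system: Procaspase-3 D3A mutant, all three cleavage aspartates alanine. Buffer or medium: Zinc-free HEPES saline buffer with Triton X-100. Times: 1 h compound preincubation, 2 h substrate hydrolysis at 25 °C. Measured by: 405 nm absorbance of p-nitroaniline, reads at 0 and 120 min. Read-out basis: percent activation relative to control range. Replicates: singlicate.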
# Yeast superoxide: caloric restriction mimetics inhibiting age-related superoxide in yeast; AID 2690; actives 0.18% (n = 330,000); superoxide response (% of plate mean), % at 10 µM; S. cerevisiae aged cells, superoxide DHE fluorescence; stronger effect = lower value;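 active means superoxide response under a set limit, about three screen SD below normal, cut at about 65% in these data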;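 further: yeast aged for seven days with compound at 30 °C before DHE staining; 100% = average MFI of all compound-treated wells on the plate with controls excluded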
# * = called active by the depositor; nt = not tested or not shown. Outcome played no part in choosing rows. About 3.8% of those tested had a hit in this group.
# The line under a structure holds: RPL19A-GFP yeast	AHR act	GASC-1 inh	proCasp7 act	LAP4 TOR yeast	MEP2 TOR yeast	proCasp3 act	Yeast superoxide
1: OC(c1cccs1)c1nccc2ccccc12 (stereo not drawn)
  99	-3	-9	2	99	101	2	102
2: O=C(CSc1nncn1-c1ccccc1)NC1CCCCC1
  98	3	1	10	93	91	4	89
3: C[C@H](CO)N1C[C@H](C)[C@@H](CN(C)C(=O)Nc2ccc(C(F)(F)F)cc2)Oc2ccc(NS(=O)(=O)c3ccc(F)cc3)cc2C1=O
  99	1	-5	2	84	92	7	90
4: CCOP(=O)(OCC)C(C)(C)NC(=O)Nc1ccc(Cl)c(Cl)c1
  102	1	15	6	nt	104	-1	98
5: CCC(C)(C)n1nnnc1CN1CCc2ccccc21
  95	13	38	1	85	94	7	102
6: COc1ccc(N(CC(=O)NCCC2=CCCCC2)S(=O)(=O)c2ccc(C)cc2)cc1OC
  104	1	-5	6	114	104	-1	132
7: O=C(Nc1ncc(Cc2ccc(C(F)(F)F)cc2)s1)c1ccc(-c2cccc([N+](=O)[O-])c2)o1
  100	-3	15	1	78	92	2	95
8: BrC(=C\c1ccccc1)/C=N/N1CCN(c2ccccc2)CC1
  97	8	25	-1	113	102	-7	97
9: CCCC(=O)C1=C(c2ccccc2)C(C#N)(C#N)C(C#N)=C1N
  101	9	-17	-31	116	98	-20	88
10: O=C1NN(c2ccccc2)C(=O)/C1=C/c1ccc(Sc2ccc(Cl)cc2)o1
  99	-2	15	-12	104	97	3	121
11: CC1=NCCN1CCNC(=O)Nc1cc(C)cc(C)c1
  104	-2	36	8	110	108	4	116
12: O=C(CCNC(=O)c1ccc([N+](=O)[O-])cc1)NCCCN1CCCC1=O
  94	1	-18	-1	94	89	1	104
13: CCOC(=O)c1cnc(-c2ccccc2)nc1-c1ccccc1
  99	12	16	5	107	99	-2	81
14: Cc1occc1-c1nnc(SCC(=O)Nc2ccccc2-c2ccccc2)n1C
  101	0	28	4	92	103	3	98
15: Cc1nc(SCC(=O)Nc2ccccn2)n[nH]1
  95	-1	10	-7	95	101	3	95

# In a second layout: entries from further up
[10] O=C1NN(c2ccccc2)C(=O)/C1=C/c1ccc(Sc2ccc(Cl)cc2)o1
  RPL19A-GFP yeast: 99
  AHR act: -2
  GASC-1 inh: 15
  proCasp7 act: -12
  LAP4 TOR yeast: 104
  MEP2 TOR yeast: 97
  proCasp3 act: 3
  Yeast superoxide: 121

[14] Cc1occc1-c1nnc(SCC(=O)Nc2ccccc2-c2ccccc2)n1C
  RPL19A-GFP yeast: 101
  AHR act: 0
  GASC-1 inh: 28
  proCasp7 act: 4
  LAP4 TOR yeast: 92
  MEP2 TOR yeast: 103
  proCasp3 act: 3
  Yeast superoxide: 98

# More entries:
# The line under a structure holds: RPL19A-GFP yeast	AHR act	GASC-1 inh	proCasp7 act	LAP4 TOR yeast	MEP2 TOR yeast	proCasp3 act	Yeast superoxide
16: CCOC(=O)c1[nH]c2ccccc2c1NC(=O)c1ccc(S(=O)(=O)N2CCCCC2)cc1
  99	14	4	10	100	115	-7	116
17: COc1ccc(N2C(=O)c3ccc(C(=O)Nc4ccccc4O)cc3C2=O)cc1
  99	3	11	-5	81	96	-4	98
18: Cc1cc(C)nc(-n2nc(C)cc2Nc2ccccc2)n1
  94	28	-4	-4	118	109	-4	92
19: O=C(CN1CCC(O)(c2ccc(F)cc2)CC1)NCc1ccc(F)cc1
  97	4	-2	1	94	99	-5	88
20: Cc1cc(Cl)ccc1C(=O)C1CCCN(C(=O)c2cccc(N3CCCC3=O)c2)C1 (stereo not drawn)
  111	3	5	13	104	112	2	146
21: COc1cccc(CNC(=O)c2ccc(C)c(S(=O)(=O)N3CCCCC3)c2)c1
  93	0	-6	7	102	96	-2	90
22: CSCC(=O)N1CCC(CCC(=O)NC2CC2)CC1
  107	0	-1	-3	98	109	3	123
23: O=C(CNC(=O)/C(=C\c1ccccc1)NC(=O)c1ccc(Br)cc1)OCc1ccccc1
  100	3	-7	1	99	105	-7	106
24: Cc1cccc(NCc2nnc(-c3ccccc3)o2)c1C
  89	0	-3	3	108	110	0	89
25: Cn1c(=O)c2nc(NCc3ccccc3)cnc2n(C)c1=O
  97	-1	-8	3	91	104	3	107
26: O=C(CS(=O)CC(=O)N(CC(=O)NC1CCCC1)C1CCCCC1)Nc1ccc(F)cc1 (stereo not drawn)
  109	1	8	7	100	100	7	99
27: N#Cc1ccc(Cl)cc1NC(=O)COC(=O)c1cccc(S(=O)(=O)N2CCOCC2)c1
  99	21	0	-7	101	102	2	97
28: CCn1c(=O)cc(SCC(=O)NCCCN2CCC(C)CC2)c2ccccc21
  104	3	0	-1	93	98	4	97
29: CCOC(=O)c1ccc(Nc2nc(C)cc(=O)[nH]2)cc1
  97	4	-2	5	95	107	4	95
30: COc1cccc(C(=O)CC(=O)C(=O)Nc2ccc([N+](=O)[O-])cc2C)c1
  97	7	4	-7	122	110	0	105

# (listing goes on)
# The line under a structure holds: RPL19A-GFP yeast	AHR act	GASC-1 inh	proCasp7 act	LAP4 TOR yeast	MEP2 TOR yeast	proCasp3 act	Yeast superoxide
31: COc1cc(CNC(=O)OCC(C)C)cc(OC)c1OC
  97	10	10	0	94	98	10	93
32: COc1cccc(C2CC(c3ccccc3)Nc3nc(N)nn32)c1 (stereo not drawn)
  100	0	2	11	96	101	4	98
33: CCOCC(O)CS(=O)Cc1ccccc1 (stereo not drawn)
  101	0	18	-2	108	103	2	110
34: Cc1cc(Cl)ccc1NC(=O)C1COc2ccccc2O1 (stereo not drawn)
  101	9	-6	1	86	102	-12	104
35: c1csc(-c2nc3nc4ccccc4nc3n2Cc2ccc3c(c2)OCO3)c1
  102	10	42	-7	101	103	-8	113
36: COc1ccc(C(C)=O)cc1Cn1nnc(-c2ccccc2Br)n1
  102	6	2	-1	100	105	-5	102
37: CC(C)C(NC(=O)c1ccccc1NC(=O)c1ccco1)C(=O)NNC(=O)c1ccncc1 (stereo not drawn)
  92	-2	-11	8	108	100	-5	90
38: CN1C(=O)C(=O)/C(=C(/O)c2ccc(Br)cc2)C1c1ccc(F)cc1 (stereo not drawn)
  99	2	26	9	91	98	4	103
39: Nc1nonc1C(=O)N/N=C/c1ccc(Br)o1
  94	10	-15	5	105	95	-5	96
40: CCn1c(SCC(=O)NCc2cccs2)nnc1-c1ccco1
  107	-3	-12	9	108	103	5	98
41: CCOC(=O)c1ccc(NC(=S)Nc2ccc(C)cc2)cc1
  91	-2	9	16	105	97	-4	83
42: COc1ccccc1C(=O)NC(CCSC)C(=O)OC(C)C(N)=O (stereo not drawn)
  102	-1	1	-4	108	106	2	102
43: N#Cc1ccc(NC(=O)CCc2nc3ccccc3s2)cc1
  103	3	5	3	91	95	0	97
44: CSCCC(NS(=O)(=O)c1ccc(Br)cc1)C(=O)OCC(=O)NC1CC1 (stereo not drawn)
  102	-2	15	-5	105	107	9	93
45: O=C1C(=O)N(Cc2cccnc2)C(c2cccc([N+](=O)[O-])c2)/C1=C(\O)c1ccc2c(c1)OCCO2 (stereo not drawn)
  103	0	-3	0	102	107	4	80
46: O=C(Nc1cccc(Cl)c1Cl)c1ccccc1NC(=O)C1CC=CCC1C(=O)O (stereo not drawn)
  109	nt	3	nt	68	102	nt	64*

# Copied from the list.
# entry 39 – LAP4 TOR yeast: 105
# entry 14 – proCasp7 act: 4

# Structures listed so far that have an aryl methoxy group, in the order listed:
# The line under a structure holds: RPL19A-GFP yeast	AHR act	GASC-1 inh	proCasp7 act	LAP4 TOR yeast	MEP2 TOR yeast	proCasp3 act	Yeast superoxide
6: COc1ccc(N(CC(=O)NCCC2=CCCCC2)S(=O)(=O)c2ccc(C)cc2)cc1OC
  104	1	-5	6	114	104	-1	132
17: COc1ccc(N2C(=O)c3ccc(C(=O)Nc4ccccc4O)cc3C2=O)cc1
  99	3	11	-5	81	96	-4	98
21: COc1cccc(CNC(=O)c2ccc(C)c(S(=O)(=O)N3CCCCC3)c2)c1
  93	0	-6	7	102	96	-2	90
30: COc1cccc(C(=O)CC(=O)C(=O)Nc2ccc([N+](=O)[O-])cc2C)c1
  97	7	4	-7	122	110	0	105
31: COc1cc(CNC(=O)OCC(C)C)cc(OC)c1OC
  97	10	10	0	94	98	10	93
32: COc1cccc(C2CC(c3ccccc3)Nc3nc(N)nn32)c1 (stereo not drawn)
  100	0	2	11	96	101	4	98
36: COc1ccc(C(C)=O)cc1Cn1nnc(-c2ccccc2Br)n1
  102	6	2	-1	100	105	-5	102
42: COc1ccccc1C(=O)NC(CCSC)C(=O)OC(C)C(N)=O (stereo not drawn)
  102	-1	1	-4	108	106	2	102

# Screening results (PubChem BioAssay)
